PhoP GFP inhibition – PhoP regulon inhibitors, Salmonella typhi PhoP promoter GFP reporter, confirmatory (AID 1850); inhibition, % at 50 µM, or IC50 in µM where a hit was titrated; hit rate 0.33% among 310,000; Salmonella Typhi PhoP-promoter GFP reporter, fluorescence, 4 h; higher % means a stronger effect; in the data active = a potency from the dose series; inconclusive = inhibition mostly from about 25% at the one dose, without a potency; inactive = the rest, 99 in 100 with inhibition below about 19%;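 also: 0% = induced wells with vehicle and 100% = uninduced wells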
M. tuberculosis – growth inhibition of non-replicating M. tuberculosis (AID 488890); one-dose inhibition, % at 25 µM; IC50 in µM for titrated hits; hit rate 0.39% among 320,000; Mycobacterium tuberculosis non-replicating, growth inhibition; higher % means a stronger effect; in the data active = a potency from the dose series; inconclusive = inhibition mostly from about 82% at the one dose, without a potency; inactive = the rest, 99 in 100 with inhibition below about 76%;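 also: plate controls were DMSO cells for no effect and high antibiotic wells for full effect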
H1N1 NS1A inhibition – H1N1 influenza NS1A inhibitors, functional cell based assay (AID 504329); hit rate 0.3% among 340,000; NS1A functional cell-based assay, percent inhibition; higher % means a stronger effect; inhibition, % at 12.5 µM; hits with a dose series show IC50 in µM; in the data active = a potency from the dose series; inconclusive = inhibition above about 27% without an active follow-up result; also: strong numbers were not always called active
H37Rv inhibition – M. tuberculosis growth inhibition, HTS (AID 449762); M. tuberculosis H37Rv growth inhibition, 7H9 media; higher % means a stronger effect; inhibition, % at 25 µM; hits with a dose series show IC50 in µM; hit rate 0.59% among 330,000; in the data active = a potency from the dose series; inconclusive = inhibition above about 70% without an active follow-up result;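 also: bacterial growth assessed after seven days of incubation; strong numbers were not always called active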
VEEV TC-83 Vero – inhibitors of VEEV TC-83 cytopathic effect, confirmation, Vero cells (AID 588727) | Vero cells, VEEV TC-83 cytopathic effect inhibition; higher % means a stronger effect | inhibition, % at 20 µM, or IC50 in µM where a hit was titrated | hit rate 0.13% among 350,000; in the data active = a potency from the dose series; inconclusive = inhibition mostly from about 14% at the one dose, without a potency; inactive = the rest, 99 in 100 with inhibition below about 12%; also: strong numbers were not always called active
VEEV TC-83 Vero 10K pilot screen – recorded beside VEEV TC-83 Vero, whose call it bears; inhibition, %; measured here: 10K pilot screen inhibition
Starred values were filed as active, the others as inactive; i = inactive; ? = inconclusive; nt = no result given.

Start of the data: the first 7 records, ahead of the listing:
SMILES	PhoP GFP inhibition	M. tuberculosis	H1N1 NS1A inhibition	H37Rv inhibition	VEEV TC-83 Vero	others
O=C(NCCc1c[nH]c2ccccc12)C(=O)NCC(c1ccco1)N1CCN(c2ccccc2)CC1 (centres undefined)	4.3%	-14.2%	-4.4%	-0.9%	0.9%
CCOC(=O)c1sc2ncn(CC(=O)Nc3cc(C)on3)c(=O)c2c1C	nt	-5.5%	-3.3%	2.3%	i
COc1cc(/C=N/NC(=O)C(=O)N2CCCCCC2)ccc1O	-4.9%	31.2%	1.0%	-5.1%	1.3%
O=C(Nc1ccc(OC(F)F)c(Cl)c1)Nc1ccc2c(c1)OCO2	-1.4%	32.9%	1.1%	5.4%	2.3%
CS(=O)(=O)N(CC(=O)Nc1ccccc1Sc1ccccc1)c1ccc(F)cc1	-3.2%	0.3%	7.8%	6.9%	1.4%
CC1(C)CC(=O)C2=C(C1)Nc1nc(SCCN3CCOCC3)[nH]c(=O)c1C2c1cccs1 (centres undefined)	3.4%	4.8%	-8.8%	3.6%	1.8%
CCC(=O)NCCc1nc2cc(NC(=O)c3ccc(Cl)cc3)ccc2n1C	13.7%	-10.6%	8.1%	3.0%	1.9%

All compounds of this part, from the first entry:
SMILES	PhoP GFP inhibition	M. tuberculosis	H1N1 NS1A inhibition	H37Rv inhibition	VEEV TC-83 Vero	others
O=C(NCCc1c[nH]c2ccccc12)C(=O)NCC(c1ccco1)N1CCN(c2ccccc2)CC1 (centres undefined)	4.3%	-14.2%	-4.4%	-0.9%	0.9%
CCOC(=O)c1sc2ncn(CC(=O)Nc3cc(C)on3)c(=O)c2c1C	nt	-5.5%	-3.3%	2.3%	i
COc1cc(/C=N/NC(=O)C(=O)N2CCCCCC2)ccc1O	-4.9%	31.2%	1.0%	-5.1%	1.3%
O=C(Nc1ccc(OC(F)F)c(Cl)c1)Nc1ccc2c(c1)OCO2	-1.4%	32.9%	1.1%	5.4%	2.3%
CS(=O)(=O)N(CC(=O)Nc1ccccc1Sc1ccccc1)c1ccc(F)cc1	-3.2%	0.3%	7.8%	6.9%	1.4%
CC1(C)CC(=O)C2=C(C1)Nc1nc(SCCN3CCOCC3)[nH]c(=O)c1C2c1cccs1 (centres undefined)	3.4%	4.8%	-8.8%	3.6%	1.8%
CCC(=O)NCCc1nc2cc(NC(=O)c3ccc(Cl)cc3)ccc2n1C	13.7%	-10.6%	8.1%	3.0%	1.9%
Cc1cccc(OCC(=O)NC2CCCc3ccccc32)c1C (centres undefined)	-4.4%	45.3%	-5.9%	6.8%	0.0%
CCc1sc(N(C(=O)Cc2ccccc2)c2ccc(F)cc2)nc1-c1ccccc1	1.4%	-8.5%	8.2%	-5.6%	1.1%
CCCCOC(=O)Nc1nc2ccccc2s1	3.0%	24.5%	-7.0%	1.2%	0.4%
Cc1nn(CC(=O)NCCN2CCOCC2)c(C)c1[N+](=O)[O-]	-6.7%	5.7%	-14.4%	-5.0%	0.6%
COc1ccc(S(=O)(=O)n2cnc3cc(C)c(C)cc32)cc1C	-13.1%	5.3%	-13.9%	2.4%	i
COc1ccc2[nH]c3c(c2c1)CCN1C(=O)C(CC(=O)NCc2ccc(OC)c(OC)c2)C[C@H](C(=O)N2CCCCC2)[C@@]31CCc1ccccc1 (some centres undefined)	nt	nt	-9.7%	nt	i
CC(Sc1nnc(C2CC2)n1-c1ccccc1)C(=O)N1CCCC1 (centres undefined)	nt	nt	-1.5%	nt	1.5%
c1ccc(-c2nc3ccccn3c2NCc2ccc3c(c2)OCO3)cc1	6.6%	26.7%	8.9%	5.4%	9.1%
COc1cc(C(=O)NC(=S)Nc2ccc(Cl)c(C(=O)O)c2)cc(OC)c1OC	3.8%	31.0%	2.6%	2.8%	i
Cc1cc2oc(C(=O)Nc3ccc(S(N)(=O)=O)cc3)c(C)c2cc1Cl	5.5%	-5.9%	4.8%	2.1%	2.2%
CCOc1ccc(OCC(=O)N(CCC2=CCCCC2)c2c(N)n(Cc3ccccc3)c(=O)[nH]c2=O)cc1	2.1%	0.1%	-2.4%	5.0%	i
COc1ccc(NC(=O)c2cc3cc(OC)ccc3oc2=N)cc1	-1.1%	38.7%	8.9%	3.6%	2.1%	VEEV TC-83 Vero 10K pilot screen=4.0
CC(=O)[C@@H]1[C@@H](C(=O)c2ccccc2)[C@]2(C(=O)Nc3ccccc32)[C@H]2C=Cc3cc(F)ccc3N12	-3.8%	47.8%	-3.9%	2.3%	8.7%
CCNS(=O)(=O)c1ccc(NC(=O)c2ccccc2)cc1	6.4%	5.8%	27.4%	8.4%	1.5%
Cc1ccc(C2=NN(C(=O)CCl)C(c3ccco3)C2)o1 (centres undefined)	nt	nt	3.7%	nt	?
CCc1c(C)nc2cc(-c3cc(OC)cc(OC)c3)nn2c1N1CCN(CCN2CCOCC2)CC1	17.0%	58.7%	-2.0%	-2.0%	10.3%
CC1(C)C(C#N)=C(N)Oc2c1c(=O)oc1ccccc21	8.6%	0.2%	-6.4%	-4.8%	i
COc1ccccc1COc1ccc2c(C)c(CC(=O)O)c(=O)oc2c1C	0.4%	3.0%	19.9%	3.9%	0.5%
New compounds follow.
SMILES	PhoP GFP inhibition	M. tuberculosis	H1N1 NS1A inhibition	H37Rv inhibition	VEEV TC-83 Vero	others
Cc1cccc(C(=O)OCC(=O)N2CC(C)CC(C)C2)c1C (centres undefined)	nt	21.3%	-7.8%	1.4%	0.3%
Cc1cc(C)n(CCC(=O)Nc2ccc(-c3ccno3)cc2)n1	-5.2%	-4.8%	-3.4%	3.9%	3.1%
CCc1nnc(NC(=O)CCN2C(=O)/C(=C/c3cc(OC)c(OC)c(OC)c3)SC2=S)s1	-21.2%	17.0%	6.8%	0.2%	i
COc1ccc2c(c1)CCC1=C2NC(=S)NC1c1ccc(N(C)C)cc1 (centres undefined)	-0.1%	13.7%	15.7%	-8.2%	12.3%
Cc1ccccc1-c1nc(CS(=O)CC(=O)NC(C)CCc2ccccc2)c(C)o1 (centres undefined)	-6.0%	17.3%	3.5%	-5.3%	2.6%
Cc1ccc(NC(=O)c2cc(S(=O)(=O)NCCC3=CCCCC3)ccc2F)cc1	-6.6%	7.3%	-0.3%	0.2%	i
CCN1CCN(C(=O)C2CCN(S(=O)(=O)c3cc(Cl)ccc3Cl)CC2)CC1	-13.5%	-0.2%	-6.7%	-8.8%	1.3%
Cc1ccc(-n2ncc(C(=O)N3CCN(C(=O)c4ccco4)CC3)c2-n2cccc2)cc1	2.7%	16.1%	11.9%	1.9%	11.1%
Cc1ccc(C(=O)Nc2ccccc2)cc1S(=O)(=O)Nc1ccc(Cl)cn1	10.6%	-0.9%	-17.4%	-6.8%	0.1%
O=C(c1ccccc1)c1cnc2ccc(Cl)cc2c1N1CCOCC1	-0.9%	-7.4%	2.1%	-0.2%	10.5%
CCCCN1CC(COCc2ccccc2)Oc2cccc(Oc3ccc(OC)cc3)c2S1(=O)=O (centres undefined)	nt	nt	3.6%	nt	3.2%
COC(=O)c1cc(OC)c(OC)cc1NC(=O)CSCc1c(C)noc1C	nt	-4.2%	-4.0%	-8.8%	4.3%
COc1ccc(C(CNC(=O)c2ccco2)N2CCOCC2)cc1 (centres undefined)	nt	-12.3%	-5.3%	7.4%	2.2%
CC/C(=N\NS(C)(=O)=O)c1ccccc1	11.5%	6.4%	nt	5.7%	nt
CS(=O)(=O)c1ccc(C(=O)NNC(=O)c2cccs2)cc1	nt	3.2%	-4.8%	2.8%	0.7%
O=C(OCC(=O)N1CCN(C(=O)c2ccco2)CC1)c1cc(-c2ccccc2)nc2ccccc12	-4.7%	18.7%	8.5%	?	9.6%	VEEV TC-83 Vero 10K pilot screen=6.7
COc1ccc(NC(=S)Nc2ccccc2)cn1	11.4%	37.5%	-10.4%	-1.4%	1.6%
O=C(CCS(=O)(=O)Cc1ccccc1)NCC1CCCO1 (centres undefined)	7.1%	nt	-11.1%	-1.2%	1.7%
CCOC(=O)c1cc2cc([N+](=O)[O-])ccc2oc1=O	0.4%	10.7%	13.6%	3.9%	1.7%
CCCCCCc1c(O)c2ccccc2[nH]c1=O	3.7%	6.6%	2.2%	1.1%	5.1%	VEEV TC-83 Vero 10K pilot screen=1.6
O=C(NNc1ncc(C(F)(F)F)cc1Cl)c1ccc(Cl)c(Cl)c1	-5.1%	5.7%	-0.6%	-0.1%	i
COc1cccc(-n2ccnc2SCC(=O)NCc2ccccc2)c1	18.1%	1.4%	2.5%	-0.6%	0.8%
COCCNC(=O)C1CCCN(S(=O)(=O)c2ccc3c(c2)CC(C)N3C(=O)C2CC2)C1 (centres undefined)	-11.6%	21.9%	-2.2%	-5.5%	i
CN(C)/C=N/NC(=O)c1ccc(Cl)cc1	2.2%	-0.3%	nt	-3.2%	1.0%
O=S(=O)(Cc1cc(NCc2ccccc2)nc(-c2ccccn2)n1)c1ccccc1	5.0%	78.7%	-7.4%	?	0.3%
(cont.)
SMILES	PhoP GFP inhibition	M. tuberculosis	H1N1 NS1A inhibition	H37Rv inhibition	VEEV TC-83 Vero	others
O=C(OCCOc1cccc(Cl)c1)C1CCN(S(=O)(=O)c2ccccc2)CC1	-12.6%	70.4%	-2.1%	8.9%	1.7%
CC(C)(C)NC(=O)NC(=O)CN1C(=O)NC(c2ccccc2)(c2ccccc2)C1=O	-1.9%	30.7%	2.1%	2.1%	2.3%
CC(=O)Nc1ccc2c(CSc3nnc(N)s3)cc(=O)oc2c1	9.2%	4.2%	18.9%	-3.0%	5.8%
CCOc1ccc(N/C=C/C(=O)c2ccc(C)cc2)c([N+](=O)[O-])c1	-5.1%	-4.9%	3.0%	4.8%	1.7%
COC(=O)CSc1nc(C)c2c(n1)CCCC2	-4.8%	14.8%	-0.2%	2.5%	i
CCN(CC)S(=O)(=O)c1ccc(OC)c(NC(=O)c2cc3c(=O)n4ccccc4nc3s2)c1	-2.0%	-8.3%	-5.4%	7.3%	8.2%
COc1ccc(S(=O)(=O)N2CCC(C(=O)NCCC(=O)Nc3ccc(Cl)cc3)CC2)cc1	-7.8%	1.6%	5.3%	-6.8%	2.2%
CC1CC(C)CN(c2nc(N(C)c3ccccc3)nc(N)c2[N+](=O)[O-])C1 (centres undefined)	6.4%	40.6%	4.9%	7.7%	3.7%
O=c1c(-c2ccc(Cl)cc2)c[nH]n1-c1ccccc1	-6.4%	1.4%	-5.7%	-1.9%	2.9%
N=C(N1CCCc2ccccc21)N1CCCc2ccccc21	nt	nt	-6.2%	nt	i
CCCCn1c(N)c(Sc2ccccc2)c(=O)[nH]c1=O	4.3%	7.7%	9.2%	6.0%	i
O=C(NC[C@@H]1CCCO1)c1cccc2c1C(=O)c1ccc(Cl)cc1S2(=O)=O	nt	-28.8%	-3.1%	-5.0%	0.3%
Brc1nc(Br)n(Cc2ccccc2)n1	4.3%	-1.4%	3.3%	-6.6%	2.1%
O=C(Nc1ccc(F)cc1)c1nc[nH]c1C(=O)O	5.5%	-0.6%	23.3%	6.7%	0.3%
CCNS(=O)(=O)c1ccc(CCC(=O)NCc2ccc3c(c2)OCO3)cc1	-1.4%	-5.3%	-1.1%	-1.7%	0.3%
O=C(Nc1ccccc1)C1CCCCN1S(=O)(=O)c1ccccc1 (centres undefined)	-9.1%	-5.7%	-3.5%	10.1%	0.1%
Cc1ccc(S(=O)(=O)NC(=O)COc2ccccc2C)c(C)c1	-4.7%	15.2%	10.2%	0.6%	i
c1ccc(COC2CCCN(Cc3nc(-c4cnccn4)no3)C2)cc1 (centres undefined)	-7.5%	-11.9%	-2.8%	-3.4%	0.3%
O=C(O)CSc1nnnn1C1CCCCC1	7.9%	-11.8%	-7.0%	-6.4%	0.6%

Source: PubChem BioAssay
